LGR2 antag: inhibitors of bursicon-induced LGR2 CRE-luciferase signal, primary screen, cell-based, HEK293, CRE-luciferase reporter, bursicon stimulation; bursicon-stimulated, 4 h; inhibition, % at 9.99 µM; 380,000 compounds, 0.35% hits; AID 720647, 2013;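 active = drop in luminescence signal, shown as inhibition above about 50% in the replicate tests, limit read from the data, passing the limit was not always enough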;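 note: agonist challenge used bursicon conditioned medium at about half maximal strength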
EWS-Fli inh: EWS/Fli-driven NR0B1 reporter inhibitors, primary screen, A673 cells, NR0B1 luciferase, luminescence, MLPCN library; viability-normalised; inhibition, % at 12.6 µM; 350,000 compounds, 0.67% hits;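 active = mean inhibition of at least 50% after viability correction, with every replicate also passing that limit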;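 note: firefly luciferase signal divided by Alamar Blue viability fluorescence both relative to DMSO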
Starred values were filed as active, the others as inactive.

nr	canonical_smiles	LGR2 antag	EWS-Fli inh
1	C[C@@H]1CN([C@@H](C)CO)C(=O)c2cc(C3=CCCCC3)cnc2O[C@@H]1CN(C)S(C)(=O)=O	7	13
2	CO[C@H]1CN(C)C(=O)c2cc(NC(=O)c3cccc(Oc4ccccc4)c3)ccc2OC[C@H](C)NC[C@H]1C	4	20
3	CO[C@@H]1CN(C)C(=O)c2ccc(NS(=O)(=O)c3ccc(C)cc3)cc2OC[C@@H](C)N(C(=O)NC(C)C)C[C@H]1C	1	-4
4	C/C=C/c1cnc2c(c1)C(=O)N([C@@H](C)CO)C[C@H](C)[C@@H](CN(C)C(=O)C1CC1)O2	2	-12
5	C[C@@H]1CN([C@H](C)CO)C(=O)c2cc(NC(=O)CCCN(C)C)ccc2O[C@@H](C)CCCCO[C@H]1CN(C)C(=O)CCCN(C)C	1	-20
6	C[C@@H]1CN([C@H](C)CO)S(=O)(=O)c2ccc(-c3ccc(F)cc3)cc2O[C@@H]1CN(C)Cc1cccc(F)c1	14	11
7	CCCC(=O)Nc1ccc2c(c1)C(=O)N(C)C[C@H](OC)[C@H](C)CN(Cc1ccncc1)[C@@H](C)CO2	3	-6
8	CO[C@H]1CN(C)C(=O)c2cc(NC(=O)C3CCOCC3)ccc2OC[C@@H](C)N(C(=O)c2ccccc2)C[C@@H]1C	-3	3
9	C[C@@H]1CN([C@@H](C)CO)S(=O)(=O)c2ccc(C#C[C@@H](C)O)cc2O[C@@H]1CN(C)CC1CC1	4	-10
10	CCCC(=O)Nc1ccc2c(c1)C(=O)N(C)C[C@H](OC)[C@H](C)CN(Cc1ccc(F)cc1)[C@@H](C)CO2	12	-3
11	CO[C@H]1CN(C)C(=O)c2cc(NC(=O)Nc3cccc(Cl)c3)ccc2OC[C@H](C)N(C(=O)Nc2c(C)noc2C)C[C@H]1C	-15	-11
12	CO[C@@H]1CN(C)C(=O)c2cc(NC(=O)c3cccc(F)c3)ccc2OC[C@H](C)N(C(C)=O)C[C@@H]1C	3	-4
13	C[C@H]1CN([C@@H](C)CO)S(=O)(=O)c2ccc(-c3cccnc3)cc2O[C@H]1CN(C)C(=O)C1CC1	0	-11
14	COc1ccc(S(=O)(=O)Nc2cccc3c2O[C@H](CN(C)Cc2ccc(Cl)c(Cl)c2)[C@H](C)CN([C@@H](C)CO)C3=O)cc1	-12	4
15	Cc1noc(C)c1S(=O)(=O)Nc1cccc2c1O[C@H](CN(C)Cc1ccc(-c3ccccc3)cc1)[C@H](C)CN([C@H](C)CO)C2=O	-3	1
16	C[C@H]1CN([C@@H](C)CO)S(=O)(=O)c2ccc(-c3cccnc3)cc2O[C@H]1CN(C)Cc1cccnc1	-10	-3
17	C/C=C/c1ccc2c(c1)O[C@H](CN(C)CC1CC1)[C@H](C)CN([C@@H](C)CO)S2(=O)=O	-1	-7
18	C[C@@H]1CN([C@@H](C)CO)S(=O)(=O)c2ccc(-c3ccncc3)cc2O[C@@H]1CN(C)C(=O)C1CCCCC1	1	6
19	C[C@H](CO)N1C[C@H](C)[C@H](CN(C)Cc2ccc(Cl)c(Cl)c2)Oc2ccc(NC(=O)Nc3ccccc3)cc2C1=O	0	26
20	CCCN1C[C@H](C)[C@H](OC)CN(C)C(=O)c2cc(NC(=O)Nc3cccc(OC)c3)ccc2OC[C@H]1C	-8	-11
21	CCCC(=O)Nc1ccc2c(c1)C(=O)N(C)C[C@H](OC)[C@@H](C)CN(CC1CCOCC1)[C@@H](C)CO2	-2	2
22	CO[C@@H]1CN(C)C(=O)c2ccc(NC(=O)Nc3cccc(F)c3)cc2OC[C@@H](C)N(C(=O)C2CC2)C[C@@H]1C	2	-6
23	C[C@H](CO)N1C[C@H](C)[C@@H](CN(C)Cc2ccncc2)Oc2cc(-c3ccncc3)ccc2S1(=O)=O	-8	2
24	Cc1noc(C)c1NC(=O)Nc1cccc2c1O[C@@H](CN(C)C(=O)Nc1ccc(F)cc1)[C@@H](C)CN([C@H](C)CO)C2=O	-14	-17
25	CC(C)NC(=O)Nc1cccc2c1O[C@H](CN(C)S(=O)(=O)c1cccs1)[C@H](C)CN([C@@H](C)CO)C2=O	6	1
26	C[C@H](O)C#Cc1ccc2c(c1)O[C@H](CN(C)CC1CC1)[C@H](C)CN([C@H](C)CO)S2(=O)=O	6	-19
27	C[C@H]1CN([C@@H](C)CO)C(=O)c2cc(NC(=O)Nc3ccc4c(c3)OCO4)ccc2O[C@@H]1CN(C)S(C)(=O)=O	1	-9
28	C[C@@H]1CN([C@@H](C)CO)C(=O)c2cc(C#CC(C)(C)O)cnc2O[C@H]1CN(C)C(=O)C1CCCCC1	2	-1
29	C[C@@H]1CN([C@H](C)CO)S(=O)(=O)c2ccc(-c3ccc(F)cc3)cc2O[C@@H]1CN(C)C(=O)Nc1ccc(F)cc1	19	31
30	C[C@@H]1CN([C@H](C)CO)C(=O)c2cc(C3=CCCCC3)cnc2O[C@H]1CN(C)S(C)(=O)=O	-1	-11

Fetched by structure from the entries so far (two):
nr	canonical_smiles	LGR2 antag	EWS-Fli inh
14	COc1ccc(S(=O)(=O)Nc2cccc3c2O[C@H](CN(C)Cc2ccc(Cl)c(Cl)c2)[C@H](C)CN([C@@H](C)CO)C3=O)cc1	-12	4
5	C[C@@H]1CN([C@H](C)CO)C(=O)c2cc(NC(=O)CCCN(C)C)ccc2O[C@@H](C)CCCCO[C@H]1CN(C)C(=O)CCCN(C)C	1	-20

The results go on:
nr	canonical_smiles	LGR2 antag	EWS-Fli inh
31	CCCNC(=O)N1C[C@H](C)[C@@H](OC)CN(C)C(=O)c2cc(NC(=O)C3CCC3)ccc2OC[C@@H]1C	-2	-8
32	COc1ccc(NC(=O)Nc2cccc3c2O[C@H](CN(C)Cc2ccc(Cl)c(Cl)c2)[C@H](C)CN([C@H](C)CO)C3=O)cc1	0	6
33	C[C@H]1CN([C@@H](C)CO)S(=O)(=O)c2ccc(C3=CCCC3)cc2O[C@H]1CN(C)C(=O)C1CC1	-6	-6
34	C[C@@H]1CN([C@@H](C)CO)S(=O)(=O)c2ccc(-c3cccnc3)cc2O[C@@H]1CN(C)C(=O)C1CC1	-1	-13
35	Cc1noc(C)c1NC(=O)N(C)C[C@@H]1Oc2c(NC(=O)Nc3ccccc3)cccc2C(=O)N([C@H](C)CO)C[C@@H]1C	-1	-2
36	CC(C)CC#Cc1ccc2c(c1)O[C@@H](CN(C)C(=O)C1CC1)[C@H](C)CN([C@H](C)CO)S2(=O)=O	-10	18
37	C[C@H](CO)N1C[C@H](C)[C@H](CN(C)Cc2ccc(-c3ccccc3)cc2)OCc2cn(nn2)CCCC1=O	0	-2
38	C[C@H]1CN([C@@H](C)CO)C(=O)c2cc(NS(=O)(=O)c3ccc(Cl)cc3)ccc2O[C@@H]1CN(C)Cc1ccc(C(F)(F)F)cc1	15	-1
39	COCC#Cc1cnc2c(c1)C(=O)N([C@@H](C)CO)C[C@@H](C)[C@H](CN(C)Cc1ccccc1F)O2	-13	-1
40	CCCC#Cc1ccc2c(c1)O[C@H](CN(C)C(=O)C1CCCCC1)[C@@H](C)CN([C@@H](C)CO)S2(=O)=O	12	33
41	CO[C@H]1CN(C)C(=O)c2cc(NS(=O)(=O)c3ccc(Cl)cc3)ccc2OC[C@H](C)N(C(=O)NC(C)C)C[C@@H]1C	-7	-9
42	C[C@H](O)C#Cc1ccc2c(c1)O[C@H](CN(C)CC1CC1)[C@H](C)CN([C@@H](C)CO)S2(=O)=O	-1	-2
43	C[C@H]1CN([C@@H](C)CO)C(=O)c2cc(-c3ccc(F)cc3)cnc2O[C@@H]1CN(C)C(=O)c1ccncc1	3	-5
44	C[C@@H]1CN([C@@H](C)CO)C(=O)c2cccc(NC(=O)c3ccc(-c4nccs4)cc3)c2O[C@H]1CN(C)Cc1ccc(C(F)(F)F)cc1	25	-11
45	C[C@H]1CN([C@@H](C)CO)C(=O)c2cc(-c3ccncc3)cnc2O[C@@H]1CN(C)C(=O)C1CC1	3	3
46	COc1ccccc1-c1ccc2c(c1)O[C@@H](CN(C)CC1CC1)[C@@H](C)CN([C@H](C)CO)S2(=O)=O	-2	-3
47	C[C@@H]1CN([C@@H](C)CO)C(=O)c2cc(NS(=O)(=O)c3ccc(Cl)cc3)ccc2O[C@@H]1CN(C)Cc1ccc(C(F)(F)F)cc1	-9	14
48	C[C@@H]1CN([C@@H](C)CO)S(=O)(=O)c2ccc(C3=CCCC3)cc2O[C@@H]1CN(C)S(C)(=O)=O	-7	-2
49	CCCNC(=O)N1C[C@@H](C)[C@@H](OC)CN(C)C(=O)c2cc(NC(=O)C3CCC3)ccc2OC[C@H]1C	13	-3
50	CC(C)C#Cc1ccc2c(c1)O[C@@H](CN(C)C(=O)C1CCC1)[C@H](C)CN([C@@H](C)CO)S2(=O)=O	-2	11
51	C[C@@H]1CN([C@H](C)CO)C(=O)c2cc(C#CCc3ccccc3)cnc2O[C@@H]1CN(C)CC1CC1	2	7
52	Cc1noc(C)c1NC(=O)Nc1cccc2c1O[C@H](CN(C)C(=O)Nc1ccc(F)cc1)[C@@H](C)CN([C@H](C)CO)C2=O	0	-2
53	Cc1noc(C)c1NC(=O)Nc1ccc2c(c1)C(=O)N([C@H](C)CO)C[C@H](C)[C@H](CN(C)C(=O)Nc1ccccc1)O2	-18	-4
54	C[C@@H](NC(=O)C[C@@H]1C[C@H]2c3cc(NC(=O)CC4CC4)ccc3O[C@H]2[C@H](CO)O1)c1ccccc1	16	26
55	C[C@@H]1CN([C@H](C)CO)C(=O)c2cc(-c3cccnc3)cnc2O[C@@H]1CN(C)C(=O)C1CCCCC1	-10	-6
56	Cc1noc(C)c1NC(=O)N(C)C[C@H]1Oc2c(NC(=O)Nc3ccccc3)cccc2C(=O)N([C@H](C)CO)C[C@H]1C	-8	-4
57	COc1ccc(NC(=O)N(C)C[C@H]2Oc3c(NC(=O)Nc4ccc(C(F)(F)F)cc4)cccc3C(=O)N([C@@H](C)CO)C[C@@H]2C)cc1	9	1
58	CCCN(C)C[C@@H]1Oc2cc(C#CC3CCCCC3)ccc2S(=O)(=O)N([C@H](C)CO)C[C@H]1C	-5	23
59	COCC(=O)N(C)C[C@H]1Oc2cc(C#CC3CCCC3)ccc2S(=O)(=O)N([C@@H](C)CO)C[C@H]1C	-4	5
60	COc1ccc(S(=O)(=O)Nc2cccc3c2O[C@H](CN(C)Cc2ccc(C(=O)O)cc2)[C@H](C)CN([C@H](C)CO)C3=O)cc1	6	-10

Given with two lines to a compound: part of the list above.
Values in the order – LGR2 antag	EWS-Fli inh
(16) C[C@H]1CN([C@@H](C)CO)S(=O)(=O)c2ccc(-c3cccnc3)cc2O[C@H]1CN(C)Cc1cccnc1
  -10	-3
(35) Cc1noc(C)c1NC(=O)N(C)C[C@@H]1Oc2c(NC(=O)Nc3ccccc3)cccc2C(=O)N([C@H](C)CO)C[C@@H]1C
  -1	-2

Whole records from above.
COc1ccc(S(=O)(=O)Nc2cccc3c2O[C@H](CN(C)Cc2ccc(C(=O)O)cc2)[C@H](C)CN([C@H](C)CO)C3=O)cc1 in the list: LGR2 antag: 6; EWS-Fli inh: -10
CO[C@@H]1CN(C)C(=O)c2ccc(NS(=O)(=O)c3ccc(C)cc3)cc2OC[C@@H](C)N(C(=O)NC(C)C)C[C@H]1C in the list: LGR2 antag: 1; EWS-Fli inh: -4

More entries
nr	canonical_smiles	LGR2 antag	EWS-Fli inh
61	C[C@@H]1CN([C@@H](C)CO)C(=O)c2cc(-c3cccc(F)c3)cnc2O[C@H]1CN(C)C(=O)C1CC1	-1	-9
62	CC(C)NC(=O)Nc1ccc2c(c1)C(=O)N([C@H](C)CO)C[C@@H](C)[C@@H](CN(C)S(=O)(=O)c1cccs1)O2	-15	4
63	C[C@@H]1CN([C@H](C)CO)C(=O)c2cc(NC(=O)Nc3ccccc3)ccc2O[C@@H]1CN(C)C(=O)Nc1ccc2c(c1)OCO2	38	-4
64	C[C@H]1CN([C@@H](C)CO)C(=O)c2cc(NS(=O)(=O)c3ccc(Cl)cc3)ccc2O[C@H]1CN(C)Cc1ccc(C(F)(F)F)cc1	-4	6
65	CCCN1C[C@@H](C)[C@H](OC)CN(C)C(=O)c2cc(NC(=O)Nc3cccc(OC)c3)ccc2OC[C@@H]1C	1	-4
66	C[C@H]1CN([C@@H](C)CO)S(=O)(=O)c2ccc(-c3cccnc3)cc2O[C@@H]1CN(C)Cc1cccnc1	-11	13
67	Cc1noc(C)c1NC(=O)Nc1ccc2c(c1)C(=O)N([C@H](C)CO)C[C@@H](C)[C@H](CN(C)C(=O)Nc1ccccc1)O2	8	-5
68	CC(C)CC#Cc1ccc2c(c1)O[C@@H](CN(C)Cc1ccccc1)[C@@H](C)CN([C@@H](C)CO)S2(=O)=O	-6	31
69	C[C@H](CO)N1C[C@H](C)[C@@H](CN(C)C(=O)C2CCC2)Oc2ncc(Br)cc2C1=O	13	-15
70	CO[C@@H]1CN(C)C(=O)c2ccc(NC(=O)c3ccc(F)cc3)cc2OC[C@@H](C)N(C(=O)CN(C)C)C[C@H]1C	-10	1
71	CC(C)NC(=O)N(C)C[C@H]1Oc2ncc(C#CC3CCCCC3)cc2C(=O)N([C@H](C)CO)C[C@@H]1C	-3	-7
72	CO[C@@H]1CN(C)C(=O)c2cc(NC(=O)C3CC3)ccc2OC[C@H](C)N(C(=O)c2ccccn2)C[C@H]1C	13	-4
73	C[C@@H]1CN([C@H](C)CO)C(=O)c2cc(-c3ccccc3)cnc2O[C@H]1CN(C)C(=O)c1cccc(F)c1	-8	1
74	CO[C@H]1CN(C)C(=O)c2cc(NS(C)(=O)=O)ccc2OC[C@@H](C)N(Cc2ccccn2)C[C@@H]1C	-3	-6
75	CC(C)NC(=O)N(C)C[C@@H]1Oc2ncc(C#CC3CCCCC3)cc2C(=O)N([C@@H](C)CO)C[C@H]1C	-6	-7

Screens from PubChem BioAssay.

Only part of the results is shown, so the mix of outcomes need not match the whole.
